# ERb SRC1 inh – ER-beta (human) coactivator binding inhibition; Q92731; TR-FRET ER-beta LBD / SRC1-Cy5 peptide binding; receptor agonist-loaded with 1 µM estradiol; inhibition, % at 25.6 µM; actives 1.3% (n = 86,000); AID 633;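 active = compounds whose percent inhibition of the receptor-coactivator binding signal exceeds about 50% in the single-dose screen, limit read from the data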;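 note: 0% = receptor plus peptide wells without compound and 100% = peptide-only wells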
# FAK inh – FAK (human) kinase inhibition; inhibition, %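 (tested at 7 µM)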; actives 0.84% (n = 97,000); biochemical FAK kinase activity assay; AID 727; in the data active = inhibition above about 19%;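 note: 0% = DMSO and 100% = reference compound high control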
# ERa SRC1 pot – enhances coactivator binding to human estrogen receptor alpha. P03372. TR-FRET ERalpha-LBD/SRC-Cy5 coactivator binding, 2 h; 100 = basal binding, no effect. coactivator binding (% of control), % at 25.6 µM. actives 1.3% (n = 86,000). AID 639; in the data active = activity above about 200%;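 note: binding measured in presence of low estradiol as agonist stimulus; 0% = peptide alone without receptor and 100% = receptor with peptide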
# HIV Rev-RRE inh – disrupts HIV-1 Rev binding to RRE RNA; P05866; Rev peptide-RRE RNA binding, FRET; inhibition, % at 8 µM; actives 0.79% (n = 97,000);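 active = inhibition above the screen-wide mean plus 3 SD, cut at about 35% in these data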;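 note: 0% = median DMSO wells and 100% = median Neomycin B control wells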
# Target sequence (P05866 whole entry, looked up): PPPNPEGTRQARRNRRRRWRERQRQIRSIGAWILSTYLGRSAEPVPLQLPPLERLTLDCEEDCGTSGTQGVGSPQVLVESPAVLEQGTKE
#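 System: Cy5-labelled duplex RRE RNA binding fluorescein-labelled HIV Rev peptide; Signal: fluorescein-to-Cy5 FRET, 480 nm excitation; Also added: labelled Rev peptide; Compound: one concentration, 8 µM nominal; Buffer or medium: HEPES pH 7.5 salt buffer with EDTA; Read-out: % inhibition of FRET ratio versus controls; Schedule: 5 min preincubation and 15 min binding, 25 °C.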
# ERa coact inh – blocks coactivator binding to human estrogen receptor alpha; P03372; TR-FRET ER-alpha LBD / SRC-1 peptide, estradiol-bound; inhibition, % at 25.6 µM; actives 1.7% (n = 86,000); in the data active = inhibition above about 50%;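 note: 0% = receptor plus peptide control and 100% = peptide only without receptor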
# Plk1 PBD FP – inhibitors of human Plk1 polo box domain binding; P53350; Plk1 PBD phosphopeptide binding, fluorescence polarization; inhibition, %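 (tested at about 20 µM)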; actives 0.13% (n = 97,000); AID 693; in the data active = inhibition above about 34%, passing the limit was not always enough
# Target sequence (P53350 whole entry, looked up, the tested form may be a part): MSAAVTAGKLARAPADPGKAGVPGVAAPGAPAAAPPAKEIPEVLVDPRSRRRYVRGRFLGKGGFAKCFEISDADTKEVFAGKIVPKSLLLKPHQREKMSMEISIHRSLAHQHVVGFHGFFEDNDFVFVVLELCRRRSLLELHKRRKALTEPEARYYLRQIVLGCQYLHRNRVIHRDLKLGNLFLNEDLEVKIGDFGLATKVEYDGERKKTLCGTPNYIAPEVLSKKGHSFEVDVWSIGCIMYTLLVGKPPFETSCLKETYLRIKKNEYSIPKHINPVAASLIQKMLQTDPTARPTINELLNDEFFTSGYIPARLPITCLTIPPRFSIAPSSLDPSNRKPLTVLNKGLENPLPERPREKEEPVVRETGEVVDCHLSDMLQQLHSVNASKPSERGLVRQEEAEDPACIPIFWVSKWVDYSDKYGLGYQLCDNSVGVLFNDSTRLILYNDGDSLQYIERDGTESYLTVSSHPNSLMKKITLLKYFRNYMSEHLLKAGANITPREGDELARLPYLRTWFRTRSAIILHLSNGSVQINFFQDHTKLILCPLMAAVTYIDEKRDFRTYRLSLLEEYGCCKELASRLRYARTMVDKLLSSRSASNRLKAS
# Mac1 fbg enh – enhancers of human CD11b/CD18 binding to fibrinogen | AID 1499 | K562 CD11b/CD18 adhesion to fibrinogen, ATPlite luminescence | actives 0.07% (n = 93,000) | activation, % at 10 µM;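 active = 10 µM primary screen giving 50% or more activity, confirmed by 40% or more on retest at that dose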; note: strong numbers were not always called active
# PLK1 inh – PLK1 (human) kinase inhibition | recombinant PLK1 kinase, TR-FRET peptide phosphorylation | inhibition, % at 10 µM | actives 0.53% (n = 97,000);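 active = inhibition of 50% or more in the single-concentration screen; inactive = inhibition below 50%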;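 note: 0% = DMSO max control and 100% = H-89 dihydrochloride min control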
# CD11b adhes inh – inhibitors of human CD11b/CD18 binding to fibrinogen. K562 CD11b/CD18 adhesion to fibrinogen, ATPlite luminescence; Mn2+ added to activate the integrin. inhibition, % at 10 µM. actives 0.54% (n = 93,000);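 active = primary inhibition of 50% or more at 10 µM, then 40% or more on retest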; note: some results filed as inactive read as strong as hits
# Numbers without * were called inactive; . = no result given; [ ] = another dose, or the depositor's remark.
Compound	ERb SRC1 inh	FAK inh	ERa SRC1 pot	HIV Rev-RRE inh	ERa coact inh	Plk1 PBD FP	Mac1 fbg enh	PLK1 inh	CD11b adhes inh
Cc1c(NC(=O)c2cc(-c3ccccc3)on2)c(=O)n(-c2ccccc2)n1C	-5[fluorescence artefact?]	-2	102[fluorescence artefact?]	6	-3	-12	-2	-13	-15
CC(=O)c1c(C)[nH]c(C(=O)N2c3ccccc3CC2C)c1C (stereo not drawn)	-4	4	100[fluorescence artefact?]	3	0	-35	-1	-12	-6
CCN(CC)CCN1C(=O)C(=O)/C(=C(/O)c2cnn(-c3ccccc3)c2C)C1c1cccs1 (stereo not drawn)	.	-1	.	4	.	-8	0	-18	0
CCCC(=O)C1C(=O)CC(C)(C)C(c2cc(C)no2)C1=O (stereo not drawn)	-29	.	108	.	-46	.	-3	.	-14
O=C(CCCc1ccccc1)Nc1cccnc1	-3	0	94	-1	2	-15	0	11	-7
Cc1nc(C)c(C(=O)N/N=C/c2cn(C)c3ccccc23)s1	.	1	.	2	.	-12	-3	0	10
CCCCC(=O)NC(=S)Nc1cccc(NC(=O)CC)c1	.	-8	.	2	.	-42	.	-14	.
Cc1cc2c(cc1C)NC(=O)CC(C(F)(F)C(F)(F)C(F)(F)F)=N2	-8	-1	108[fluorescence artefact?]	19	-12	14	.	-8	.
CCOC(=O)c1c(NC(=O)C(F)(OC)C(F)(F)F)sc2c1CCN(C)C2 (stereo not drawn)	1	-5	89	56*	4	-4	.	-12	.
Fc1ccc(-c2ccnc(=S)[nH]2)cc1	.	1	.	4	.	-9	1	-10	-5
COc1cccc(N(CC(=O)N2CCN(C)CC2)S(=O)(=O)c2ccccc2)c1	-3	2	105	-3	1	-15	-4	-9	0
COc1ccc(C(N)CCc2ccco2)cc1 (stereo not drawn)	22	4	95[fluorescence artefact?]	10	32	0	7	-17	-2
Cn1c(CN2CCCCC2)nc2cc(NS(=O)(=O)c3ccc(Cl)cc3)ccc21	3	2	97	6	-12	19	-1	-7	.
CCC1CCC/C1=N\NC(=O)c1cc(C)[nH]n1 (stereo not drawn)	.	-1	.	12	.	4	-2	14	-4
O=C(c1cc2ccccc2o1)N1CCCCCC1	-20	-3	93[fluorescence artefact?]	3	-15	-8	.	-6	.
Clc1ccccc1CSc1nnc(-c2ccco2)c(-c2ccco2)n1	.	32*	.	1	.	25	.	6	.
Cc1nc(N2CCN(S(=O)(=O)c3ccccc3)CC2)c2c3c(sc2n1)CC(C)CC3 (stereo not drawn)	.	-2	.	3	.	1	.	-9	.
Cc1ccc(SCC(=O)Nc2ccc(N3CCN(c4ccccc4)CC3)c(F)c2)cc1	.	-2	.	8	.	-6	10	-3	-3
CCC(=O)Nc1nnc(CSCc2ccc(F)cc2)s1	-7[fluorescence artefact?]	1	103	7	0[fluorescence artefact?]	-20	-4	-9	-36
CC(NC(=O)CN1CCC(C(N)=O)CC1)c1ccccc1 (stereo not drawn)	-8	-3	112[fluorescence artefact?]	5	-4	5	-3	-7	19
Cc1ccc(C)c(N(CC(=O)N/N=C/c2ccc(-c3ccc([N+](=O)[O-])cc3)o2)S(=O)(=O)c2ccccc2)c1	.	3	.	33	.	-14	56	-3	-25
CC(=O)CSc1nc2ccc(Nc3nc(N4CCOCC4)nc(N4CCOCC4)n3)cc2s1	-5	.	66[fluorescence artefact?]	.	20	.	5	.	-9
Cc1ccc(S(=O)(=O)N(CC(=O)N2CCCCC2)c2cccc(C)c2)cc1	-4	-2	102	-2	-11	-18	.	-7	.
Cc1cc(C)cc(-n2c(C)cc(/C=N/NC(=O)CSc3ncccn3)c2C)c1	.	-1	.	-6	.	-7	.	-11	.
CCOC(=O)CSc1nnc(C)c(=O)[nH]1	5	1	110	9	-1	-44	19	-9	-15
O=C(CSC1=NCCS1)N1CCN(c2ccc(Cl)cc2)CC1	-16[fluorescence artefact?]	-1	119	3	-2	-4	.	-7	.
O=S(=O)(c1ccc(OCC(O)CN2CCCCC2)cc1)N1CCOCC1 (stereo not drawn)	-6	0	104	11	-9	-2	7	-8	2
O=C(Nc1ccc(Cl)cc1)Nc1nc(-c2sccc2Br)cs1	.	-1	.	11	.	28	42	-14	-13
CCc1nc(SCC(=O)N2CCCc3ccccc32)c2oc3ccccc3c2n1	10[fluorescence artefact?]	7	134[fluorescence artefact?]	-1	5	15	7	-24	1
Cc1sc2ncn(CC(=O)NCc3ccccn3)c(=O)c2c1S(=O)(=O)N1CCOCC1	1[fluorescence artefact?]	-2	107	2	5	-5	.	0	.
CCOCC(=O)Nc1cccc(NC(C)=O)c1	-4	-1	106	4	-10	-5	-3	-12	-7
Cc1cc(N2CCC(C)CC2)nc(-n2nc(C)cc2C)n1	-7	-1	107	4	-5	1	3	-14	-18
Cn1ncc([N+](=O)[O-])c1C(=O)Nc1nc2ccccc2n1CCN1CCCCC1	-5	-2	101	-2	1	7	.	-12	.
C=CCN=C(NC#N)SCC(=O)NCc1ccccc1	4	-6	90	4	7	1	0	-3	-8
Cc1cc(NC(=O)C2CCC2)n(-c2ccccn2)n1	7	.	108	.	15	.	-2	.	-2
CNc1ncc(C(=O)c2ccc(Cl)c(Cl)c2)s1	.	1	.	-3	.	12	.	18	.
CN1C(=O)c2ccccc2Sc2ccc(NC(=O)NC3CC3)cc21	-2[fluorescence artefact?]	5	100	3	9[fluorescence artefact?]	17	.	-4	.
CN(C)c1ccc(CN(C(=O)COc2ccc(Br)cc2)C2CCS(=O)(=O)C2)cc1 (stereo not drawn)	-10	4	116	7	-8	-16	0	-1	-7
Cc1nc(-c2ccccc2)sc1-c1nc(-c2ccccc2)ncc1S(=O)(=O)c1ccccc1	.	-6	.	3	.	-7	20	-55	-11
Cc1cc2ccccc2n1CCNC(=O)c1ccccc1	14	4	122	9	27[fluorescence artefact?]	-30	.	-8	.
CCCc1ncc(C(O)c2ccc(OC)cc2)n1C (stereo not drawn)	0	.	114	.	-3	.	-6	.	-10
CC(=O)N1CCN(c2ccc(S(=O)(=O)N3CCCCC3)cn2)CC1	-7[fluorescence artefact?]	-10	115	-2	3	1	.	-4	.
N#CC1=C(N)C(C#N)(C#N)C2(CCC3(CC2)OCCO3)C2CC3(CC=C12)OCCO3 (stereo not drawn)	-4	-8	116	4	-6	3	-1	-7	3
CC(C)COc1ccc(CSCCNC(=S)Nc2ccccc2)cc1	.	0	.	0	.	24	-11	-12	-13
O=C(NC(=S)NCCN1CCOCC1)c1ccc(Cl)cc1Cl	.	-2	.	-2	.	-4	-3	-15	12
S=C(NCCSCc1ccc(Cl)c(Cl)c1)Nc1ccccc1	.	2	.	-2	.	11	.	-9	.
O=C(CCn1c(=O)sc2ccccc21)Nc1ccon1	-27[fluorescence artefact?]	-2	106	6	-26	-5	.	-10	.
CCOc1ccc2[nH]c(=O)c(CN(CCc3ccccc3)C(=O)N3CCOCC3)cc2c1	.	-3	.	5	.	-31	.	-6	.
Clc1ccc(-c2nnc(N3CCCC3)nn2)cc1	-13[fluorescence artefact?]	-3	114	3	-24	-13	-1	-1	5
CCCc1nccn1S(=O)(=O)c1cc(OC)ccc1OC	7[fluorescence artefact?]	0	95	3	9[fluorescence artefact?]	6	2	-9	-7
COC(=O)c1c(N)n(-c2ccc(N3CCOCC3)cc2)c2nc3ccccc3nc12	38	.	82[fluorescence artefact?]	.	20[fluorescence artefact?]	.	12	.	-8
COc1ccccc1NC(=O)NCC(=O)Nc1ccc(F)c(F)c1	1	3	118	1	4	37	-2	0	-20
CCOC(=O)CCc1c(C)c(C#N)c2[nH]c3ccccc3n2c1=O	-34	2	107[fluorescence artefact?]	2	-39	8	-6	-6	80
COc1cc(NC(=O)C2COc3ccccc3O2)c(OC)cc1Cl (stereo not drawn)	12[fluorescence artefact?]	6	107	12	12	-2	0	-8	3
NC(=O)c1cnn2c(C(F)(F)F)cc(-c3ccccc3)nc12	-5	3	133[fluorescence artefact?]	13	-2	-16	-2	-17	-9
Cc1cc(NC(=O)COC(=O)c2ccc(S(=O)(=O)N3CCCc4ccccc43)cc2)no1	-2	4	98	13	-1	-3	.	-6	.
C=CCSC1=C(C#N)C(c2ccc(OCC)cc2)CC(=O)N1 (stereo not drawn)	-12	1	160	6	-8	-11	-4	0	1
CCOC(=O)N1CCN(C(=O)c2cc(Cl)c(Cl)cc2C(=O)O)CC1	-4	-4	124	1	-13	-10	6	-8	-16
COc1ccc(Cn2cc(F)c(=O)n(CCC(C)C)c2=O)cc1[N+](=O)[O-]	.	-8	.	5	.	-21	-6	-2	6
CNC(=S)N/N=C/c1ccc(C(C)C)cc1	.	2	.	2	.	14	.	-5	.

# 3 of the compounds above, with values ahead of the structure.
ERb SRC1 inh | FAK inh | ERa SRC1 pot | HIV Rev-RRE inh | ERa coact inh | Plk1 PBD FP | Mac1 fbg enh | PLK1 inh | CD11b adhes inh | compound
-29 | . | 108 | . | -46 | . | -3 | . | -14 | CCCC(=O)C1C(=O)CC(C)(C)C(c2cc(C)no2)C1=O (stereo not drawn)
-3 | 0 | 94 | -1 | 2 | -15 | 0 | 11 | -7 | O=C(CCCc1ccccc1)Nc1cccnc1
. | 1 | . | 2 | . | -12 | -3 | 0 | 10 | Cc1nc(C)c(C(=O)N/N=C/c2cn(C)c3ccccc23)s1

# Continued:
Compound	ERb SRC1 inh	FAK inh	ERa SRC1 pot	HIV Rev-RRE inh	ERa coact inh	Plk1 PBD FP	Mac1 fbg enh	PLK1 inh	CD11b adhes inh
COc1cccc2cc(-c3nnc(SCC(=O)Nc4nc(C)cs4)n3C)oc12	3	11	125[fluorescence artefact?]	5	22[fluorescence artefact?]	20	-6	5	0
O=[N+]([O-])c1cc(-c2cnc3ccccc3n2)ccc1Oc1ccc(F)cc1	.	-3	.	5	.	-5	.	-7	.
CCn1c(SCC(=O)Nc2cc(OC)ccc2OC)nnc1C1CCCCC1	5[fluorescence artefact?]	-9	88	5	6	-2	4	0	7
C=C(C)c1ccc(C(C)(C)NC(=O)NCc2ccco2)cc1	3	-1	103	-3	6[fluorescence artefact?]	18	-2	-4	3
O=C(c1ccc(F)cc1)c1c[nH]c(C(=O)NCCCN2CCOCC2)c1	.	4	.	-3	.	12	-3	-13	-34
O=C(COC(=O)c1cc(S(=O)(=O)N2CCOCC2)ccc1Cl)Nc1ccc2c(c1)OCO2	18	.	97	.	23	.	0	.	-8
CCOC(=O)CCCNC(=O)COC(=O)c1cc(C)cc(C)c1	0	1	91[fluorescence artefact?]	-1	1	21	.	-12	.
CCOc1ccc(-n2nnnc2SCC(=O)c2ccccc2)cc1	-5	3	104	1	1	-30	2	-13	25
CN1c2ccccc2-c2nc3ccccc3n2C1c1ccco1 (stereo not drawn)	-9	10	109	7	1	8	-6	-9	20
CCOc1ccc(OC(=O)C(CCS(C)(=O)=O)N2C(=O)c3ccccc3C2=O)cc1 (stereo not drawn)	-6	-1	109	5	7	3	1	-7	-30
O=C(c1cccc(COc2cccc3ccccc23)c1)N1CCCC1	-11	1	91	1	-15	-9	.	-7	.
CC1(C)CC(=O)C2=C(C1)N=C1c3ccccc3C(=O)C1C2c1ccc(Cl)cc1 (stereo not drawn)	.	13	.	4	.	14	1	-5	18
O=C(O)CC1NC(=O)N(c2ccc(Cl)cc2)C1=O (stereo not drawn)	7	-5	113	0	6	-9	-2	1	-8

# Source: PubChem (several laboratories)
